Pemphigus Ab inh – blocks pemphigus antibody binding to human desmoglein-3 | P32926 | DSG3-coupled beads, scFv-anti-DSG3-GFP binding, flow cytometry; stronger effect = lower value | binding (percent of control), % at 10 µM | 0.48% of 310,000 active | AID 588358;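 active means binding more than 3 SD below its plate's average and above zero; inconclusive means below that plate limit but binding exactly zero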;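 further: hits lower antibody fragment binding to DSG3; some compounds called inactive have numbers as strong as hits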
SR-BI DiI-HDL act – activators of SR-BI mediated HDL lipid uptake. CHO ldlA[mSR-BI] cells, DiI-HDL uptake fluorescence, 3 h; 100 = double the neutral-control signal. activation, % at 12.5 µM. 0.096% of 320,000 active;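 active means mean replicate activation of at least 60% and every replicate at or above 60%; inconclusive means mean or all-replicate condition met, but not both; inactive means mean below 60% and not all replicates reaching 60%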;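 further: 0% = median plate neutral-control signal and 100% = twice that signal; values of inactives mirror those of a sister screen read the other way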
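System: CHO ldlA[mSR-BI] cells / Medium: HEPES-buffered (25 mM, pH 7.4) F12 plus 0.5% BSA / Probe or stimulus: labelled HDL, 10 µg/mL / Doses: single compound concentration, delivered by pin transfer / Schedule: 3 h, 37 °C / Measured by: DiI fluorescence, bottom read / Measure: cell-associated DiI fluorescence as measure of HDL uptake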
Mot1-301 SUMO – inhibitors of SUMOylation pathway: yeast Mot1-301 growth rescue | S. cerevisiae Mot1-301 growth rescue, ATP luminescence, 38.5C; percent above DMSO median, 100 means doubled | growth rescue, % at 18.8 µM | 1% of 320,000 active | AID 2716;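 active means every valid replicate shows activation above 250% relative to neutral control wells; inactive means the rest, any valid replicate at or below 250%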;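 further: OY570 slx delta 5 strain wells were the positive control but not used for scaling; some compounds called inactive have numbers as strong as hits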
PKA-R2B activ – activates the human PKA-R2B holoenzyme complex; AID 504700; activation, % at 11.4 µM; PKA-R2B holoenzyme dissociation, Cy5-IP20 fluorescence polarization; R2B truncated from residue 108, S112A mutant; 0% DMSO only, 100% 113 µM cGMP; 0.079% of 340,000 active;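 active means activation above a cutoff set at the mean over all compounds plus 3 SD, cut at about 18% in these data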;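 further: higher means more holoenzyme dissociation and a rise in polarization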
dFosB act – enhances mouse delta FosB homodimer DNA binding; activation, % at 25 µM; 0.99% of 340,000 active; purified delta FosB, TAMRA-CDK5 oligo fluorescence polarization; percent of positive-control signal above neutral wells; P13346; AID 493131;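 active means mean activation above about 17%, with every replicate also reaching it, limit read from the data, passing the limit was not always enough; inconclusive means only one of the two conditions met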;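 further: fluorescence polarization rise as delta FosB binds a TAMRA Cdk5 AP-1 oligo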
PKA-R1A activ – activators of PKA-R1A complex; activation, % at 11.4 µM; PKA-R1A dissociation, Cy5-IP20 fluorescence polarization; scaled: DMSO 0%, 113 µM cGMP 100%; AID 504707; 0.083% of 340,000 active; P00514+P68181;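 active means percent activation above the mean of all tested compounds plus 3 SD, cut at about 19% in these data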;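 further: higher means more PKAc released from R1A so a rise in polarization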
SR-BI DiI inh – blocks mouse SR-BI lipid uptake from DiI-HDL | ldlA[mSR-BI] CHO cells, DiI-HDL uptake fluorescence, 3 h | Q61009 | inhibition, % at 12.5 µM | 0.96% of 320,000 active;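 active means mean replicate inhibition of at least 70% and a set share of replicates each scoring 70 or more; inconclusive means meets just one of the two criteria; inactive means fails both criteria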;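 further: 0% = median of neutral control wells and 100% = median of positive control wells; values of inactives mirror those of a sister screen read the other way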
Arr AP2 block – blocks beta-arrestin peptide binding to AP2 adaptin; FITC-arrestin peptide / GST-AP2 beads, flow cytometry; AP2 beta2 appendage carries R879A mutation; inhibition, % at 10 µM; 0.31% of 340,000 active;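 active means inhibition above a set limit, near 3 SD of compounds lacking own fluorescence, cut at about 54% in these data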;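 further: plate controls were DMSO wells for no effect and 5 µM unlabelled arrestin peptide for full effect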
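test system = AP2 appendage R879A on GSH beads | buffer or medium = PBS plus Tween 20 (0.05%) and BSA (0.1%) | incubation = 12 min plus 1 h, RT | detection = bead flow cytometry, FITC channel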
NSD2 inh – NSD2 (human) methyltransferase inhibition; O96028; NSD2 peptide methylation, AlphaScreen, 120 min; inhibition, % at 12.5 µM; 0.54% of 310,000 active; AID 743445; in the data active means inhibition above about 50%
Target sequence (O96028 whole entry, looked up): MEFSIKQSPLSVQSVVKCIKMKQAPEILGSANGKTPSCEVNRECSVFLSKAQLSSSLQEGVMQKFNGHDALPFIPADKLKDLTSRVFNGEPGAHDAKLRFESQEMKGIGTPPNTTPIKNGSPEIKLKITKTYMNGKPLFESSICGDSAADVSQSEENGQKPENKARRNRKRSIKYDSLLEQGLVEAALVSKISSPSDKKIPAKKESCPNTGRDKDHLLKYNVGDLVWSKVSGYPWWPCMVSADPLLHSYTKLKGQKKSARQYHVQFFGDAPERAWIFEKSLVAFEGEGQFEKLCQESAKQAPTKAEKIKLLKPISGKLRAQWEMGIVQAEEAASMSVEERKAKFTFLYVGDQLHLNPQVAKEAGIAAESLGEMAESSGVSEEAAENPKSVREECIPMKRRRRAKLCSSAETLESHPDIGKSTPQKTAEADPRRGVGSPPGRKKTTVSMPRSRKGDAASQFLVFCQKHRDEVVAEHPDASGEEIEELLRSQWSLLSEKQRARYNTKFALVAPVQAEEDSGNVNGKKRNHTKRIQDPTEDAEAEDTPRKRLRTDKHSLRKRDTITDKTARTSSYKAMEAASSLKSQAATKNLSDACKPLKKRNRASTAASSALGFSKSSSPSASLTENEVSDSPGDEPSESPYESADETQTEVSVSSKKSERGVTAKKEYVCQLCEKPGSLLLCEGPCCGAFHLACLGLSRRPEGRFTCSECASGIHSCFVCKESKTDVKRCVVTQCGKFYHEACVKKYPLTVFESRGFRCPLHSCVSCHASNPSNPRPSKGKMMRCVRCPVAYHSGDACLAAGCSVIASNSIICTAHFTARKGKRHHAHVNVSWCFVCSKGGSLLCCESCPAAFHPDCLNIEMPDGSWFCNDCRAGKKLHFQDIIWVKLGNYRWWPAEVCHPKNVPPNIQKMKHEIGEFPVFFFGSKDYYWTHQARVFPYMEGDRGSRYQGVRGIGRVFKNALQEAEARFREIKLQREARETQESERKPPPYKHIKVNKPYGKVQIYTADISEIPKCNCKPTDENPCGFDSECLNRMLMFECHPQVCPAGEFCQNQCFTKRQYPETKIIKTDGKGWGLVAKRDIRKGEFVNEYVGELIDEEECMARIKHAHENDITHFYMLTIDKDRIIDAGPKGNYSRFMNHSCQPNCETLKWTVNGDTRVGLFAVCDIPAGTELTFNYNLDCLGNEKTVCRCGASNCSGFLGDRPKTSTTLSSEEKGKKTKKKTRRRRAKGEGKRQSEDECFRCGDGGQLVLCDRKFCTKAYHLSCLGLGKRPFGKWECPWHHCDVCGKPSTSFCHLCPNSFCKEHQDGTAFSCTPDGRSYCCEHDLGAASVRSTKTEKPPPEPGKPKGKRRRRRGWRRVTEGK
CDK5 p35 inh – CDK5/p35 (human) kinase inhibition | Q00535+Q15078 | Recombinant CDK5/p35, ADP-Glo luminescence, 60 min | inhibition, % at 10 µM | 0.01% of 330,000 active;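 active means highest replicate inhibition of at least 50% and at least 75% of replicates reaching 50%; inconclusive means only one of the two criteria met; inactive means both criteria failed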;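 further: plate controls were DMSO neutral control for no effect and GW8510 at 10 µM for full effect; many of its hits are not listed in these tables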
MITF act – increases MITF-driven TRPM1 promoter luciferase signal; SK-MEL-5 TRPM1-promoter luciferase, 24 h; % of positive control, neutral wells = 0; activation, % at 12.5 µM; 0.75% of 300,000 active;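 active means mean activation of at least 80% with every replicate also reaching 80%; inconclusive means mean reaches 80% but some replicate falls short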;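 further: 0% = neutral control wells and 100% = parthenolide positive control wells; values of inactives mirror those of a sister screen read the other way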
* marks the source's active call; other numbers are inactive results; i = inactive; ? = inconclusive; . = not tested or not shown.

The line under a structure holds: Pemphigus Ab inh | SR-BI DiI-HDL act | Mot1-301 SUMO | PKA-R2B activ | dFosB act | PKA-R1A activ | SR-BI DiI inh | Arr AP2 block | NSD2 inh | CDK5 p35 inh | MITF act
N#Cc1c(C(F)(F)F)cc(-c2ccccc2)nc1SCC(=O)N1CCOCC1
    96 | -4 | . | -8 | -4 | -5 | 4 | 8 | 0 | 0.6 | .
CCC(=O)Nc1sccc1C(=O)OC
    101 | 30 | -13 | 5 | -2 | -8 | -30 | 1 | -1 | -0.9 | 9
Nc1nc(NCC2CCCO2)nc(NCC2CCCO2)c1[N+](=O)[O-] (centres undefined)
    100 | 2 | 279 | 1 | 1 | 2 | -2 | -3 | -4 | -1.8 | 5
COC(=O)c1ccc(C23CC4(C2)[C@H](CN(C)[C@@H]4c2ccccc2)C3c2ccc(C(F)(F)F)cc2)cc1 (some centres undefined)
    99 | 48 | -21 | 0 | ? | 3 | -48 | -4 | . | -0.2 | -6
COc1ccc(/C=C/C(=O)NCCc2ccc(S(N)(=O)=O)cc2)cc1
    103 | -17 | 2 | 5 | -2 | -12 | 17 | -2 | -1 | -0.7 | -1
CCOC(=O)N1CCN(C(=O)CC(C)S(=O)(=O)c2cc3c(cc2C)NC(=O)CO3)CC1 (centres undefined)
    . | -1 | 0 | 2 | -1 | 2 | 1 | -11 | -3 | 0.6 | -3
COc1ccc(-n2c(SCC(=O)NNC(=O)c3ccc(C)cc3)nnc2-c2ccncc2)cc1
    111 | 0 | 56 | -11 | -12 | -9 | 0 | -10 | 1 | -0.7 | -2
O=C(Nc1ccc(N2CCOCC2)nc1)c1ccc(C(F)(F)F)cc1
    97 | -25 | 28 | -9 | -3 | -5 | 25 | -12 | 1 | 1.2 | 9
O=C(Oc1ccc(-c2nnco2)cc1)c1ccco1
    109 | 14 | 8 | -12 | 2 | 0 | -14 | 23 | -1 | 1.3 | 9
Cc1cc(C)cc(OCCn2ccnc2)c1
    118 | 16 | -17 | -8 | 2 | -6 | -16 | -1 | -1 | 0.5 | .
COC(=O)c1[nH]c2cccc(C)c2c1NC(=O)CN1CCN(C(=O)c2ccco2)CC1
    . | 0 | i | -2 | 0 | -3 | 0 | 1 | 2 | -0.4 | -12
CCOC(=O)Cn1cnc2c(nnn2-c2ccccc2)c1=O
    102 | 20 | -8 | 0 | -4 | -21 | -20 | 3 | . | 0.0 | 6
Cc1ccc(OCC(=O)Nc2ccc(N(C)C)cc2)cc1
    103 | -67 | 0 | -8 | -7 | -9 | 67 | -3 | 0 | -0.1 | 13
CCN(CC)Cc1c(C(=O)N/N=C/c2ccccn2)nnn1-c1nonc1N
    . | -8 | 21 | -1 | -5 | 3 | 8 | 9 | -1 | 0.9 | -7
CCCc1c(C(=O)N/N=C(/C)c2ccncc2)nnn1-c1nonc1N
    84 | 15 | 14 | 3 | -6 | 3 | -15 | -1 | -1 | 1.2 | -4
O=C(C1CC(=O)N(c2ccc(Cl)cc2)C1)N1CCCCCC1 (centres undefined)
    . | . | 4 | 0 | -11 | 2 | . | 8 | . | 1.8 | 1
COc1cc(OC)cc(-c2nnc(NC(=O)CCS(=O)(=O)c3ccc(C)cc3)o2)c1
    122 | -1 | -4 | -16 | -12 | 0 | 1 | 9 | 1 | -1.4 | -18
Cc1cccc(Cn2c(C)c(C)c3cc(C(=O)NCCN4CCOCC4)ccc32)c1
    103 | -26 | -12 | 12 | -9 | 5 | 26 | 4 | 11 | -0.2 | -9
CCOc1ccc(NC(=O)C2CCN(S(=O)(=O)c3c(C)noc3C)CC2)cc1
    . | -17 | -25 | -2 | -1 | -2 | 17 | -2 | -12 | 0.1 | -3
CN(C)c1ccc(-c2n(C)c3ccccc3[n+]2C)cc1
    124 | 29 | 1 | -4 | -3 | -3 | -29 | 24 | -2 | 0.1 | -6
COc1cc(=O)[nH]c(SC(C)C(=O)Nc2cc(C)on2)n1 (centres undefined)
    94 | -1 | -9 | 6 | -4 | -2 | 1 | -10 | -2 | 1.4 | 6
O=[N+]([O-])c1cccc(S(=O)(=O)Nc2ccc(-c3ccc(N4CCCC4)nn3)cc2)c1
    -15 | 47 | -1 | -5 | 1 | -10 | -47 | 1 | 3 | 1.9 | 13
COc1ccccc1NC(=S)N(Cc1ccco1)Cc1cc2cc(C)c(C)cc2[nH]c1=O
    80 | -10 | 4 | -4 | -7 | 1 | 10 | 30 | -2 | 0.4 | -25
CCCCC(C(=O)NC1CCCC1)N(C(=O)c1snc(C(N)=O)c1N)c1ccc(OCC)cc1 (centres undefined)
    107 | . | 35 | -7 | -9 | -3 | . | 2 | 23 | 1.4 | .
c1ccc(-c2nccc(-c3ccc(-n4cnc5ccccc54)cc3)n2)nc1
    109 | -36 | 6 | -4 | -22 | -5 | 36 | 11 | 1 | -2.6 | -8
CC1CC(C)CN(C(=O)c2cc3ccccc3o2)C1 (centres undefined)
    103 | -18 | -25 | -1 | -7 | -3 | 18 | 6 | 4 | 0.1 | 44
O=C(C(c1ccccc1)C(O)(c1ccccc1)c1ccccc1)N1CCOCC1 (centres undefined)
    . | 4 | . | -6 | -7 | -2 | -4 | 19 | -1 | 0.3 | -7
COc1ccc(NC(=O)CC2(CC(=O)O)CCCC2)cn1
    125 | 22 | 9 | -7 | -5 | -6 | -22 | 8 | . | 0.1 | 3
COc1cc(/C=N/NC(=O)C(C)Nc2n[nH]c(=O)[nH]c2=O)cc(OC)c1O (centres undefined)
    94 | 16 | 8 | -14 | -2 | -7 | -16 | 5 | 0 | -0.9 | 13
O=c1nc(N2CCOCC2)ccn1Cc1ccc(Br)cc1
    108 | 31 | -6 | 3 | 1 | -4 | -31 | 33 | -2 | -0.1 | 12

The line under a structure holds: Pemphigus Ab inh | SR-BI DiI-HDL act | Mot1-301 SUMO | PKA-R2B activ | dFosB act | PKA-R1A activ | SR-BI DiI inh | Arr AP2 block | NSD2 inh | CDK5 p35 inh | MITF act
CCOc1ccc2[nH]c(=O)c(CN(CCCN3CCOCC3)C(=O)Nc3ccc(F)cc3)cc2c1
    100 | 18 | . | 1 | -6 | 6 | -18 | 8 | -2 | -0.2 | 7
CC(Sc1n[nH]c(N)n1)C(=O)Nc1cccc(S(=O)(=O)N2CCOCC2)c1 (centres undefined)
    103 | 7 | -2 | -2 | -5 | -7 | -7 | -5 | -7 | -1.2 | -6
C=CCOc1ccc(C2/C(=C(/O)c3ccc(OC)cc3)C(=O)C(=O)N2CCN2CCNCC2)cc1 (centres undefined)
    . | 18 | 209 | 5 | -4 | -5 | -18 | -6 | 0 | -0.1 | -4
Oc1ccc(C(=S)N2CCCC2)cc1
    128 | -15 | 83 | 1 | -5 | 0 | 15 | -9 | 0 | -1.0 | .
COc1ccc(NC(=O)C2CCCN(S(=O)(=O)c3cccc4nonc34)C2)cc1 (centres undefined)
    118 | -5 | 0 | -13 | 13 | -6 | 5 | -3 | 0 | -2.9 | 5
CCCCN1C(=O)/C(=C/C=C2/C=Cc3ccccc3N2CC)SC1=S
    87 | -146 | -30 | 1 | -11 | 5 | 146* | -1 | 2 | 1.2 | -20
COc1ccc(N2CCN(C(=O)Cn3c(=O)[nH]c4ccsc4c3=O)CC2)cc1
    . | 7 | -4 | 7 | 4 | -6 | -7 | 25 | . | -0.6 | 4
CCOC(=O)COn1c(=O)c(C)[n+]([O-])c2ccccc21
    106 | 5 | -10 | 3 | -3 | 6 | -5 | 7 | -1 | -1.9 | -15
COC(=O)c1ccc(COC(=O)CCc2nc(-c3ccccc3)c(-c3ccccc3)o2)cc1
    109 | -7 | 1 | 8 | -10 | -7 | 7 | 0 | -1 | 0.8 | -9
CN1C(=O)N(C)C(c2cccc([N+](=O)[O-])c2)C2=C1CCCC2=O (centres undefined)
    95 | -2 | -15 | -9 | -7 | -1 | 2 | -5 | 3 | -1.6 | 17
O=C(NCc1ccccc1Cl)c1nnc(CS(=O)(=O)c2ccccc2)o1
    109 | 8 | 7 | 2 | -3 | -3 | -8 | 23 | . | 0.2 | .
COc1ccccc1NC(=O)C/C(C)=N/NC(=O)C12CC3CC(CC(C3)C1)C2
    101 | -3 | 207 | -20 | -1 | 6 | 3 | -15 | -1 | -0.2 | -4
CSCC[C@H](NC(=O)[C@@H]1Cc2c([nH]c3ccccc23)C2c3ccccc3C(=O)N21)C(=O)NCC1CCCO1 (some centres undefined)
    . | -22 | 793* | 1 | -9 | -13 | 22 | 5 | . | -2.1 | -11
CCCCC[n+]1cccc2c3ccccc3ccc21
    94 | 9 | -8 | -6 | 7 | -4 | -9 | 5 | 13 | -0.6 | -11
c1cc(-c2nnc3n2CCC3)[nH]n1
    103 | -10 | 0 | -8 | 0 | -19 | 10 | -3 | -1 | 4.8 | -13
Cc1ccc(S(=O)(=O)N2CCCCC2)cc1C(=O)c1nccn1C
    88 | 0 | -14 | 1 | 0 | 0 | 0 | 1 | -3 | -1.0 | -3
O=[N+]([O-])c1ccc(N/N=C\c2cccnc2)nc1
    99 | 6 | 6 | -5 | 3 | -4 | -6 | -19 | -1 | -1.2 | 99*
Cc1ccnc(NS(=O)(=O)c2ccc(NC(=O)COc3ccccc3)cc2)n1
    103 | 9 | -21 | 5 | 0 | -7 | -9 | 44 | -2 | 0.3 | 5
Cc1ccc(CNC(=O)Cc2ccc(-n3c(=O)[nH]c4ccsc4c3=O)cc2)cc1
    118 | 19 | -6 | -1 | -3 | 3 | -19 | 10 | 1 | 0.0 | 0
Cc1cccc2sc(NC(=O)CN(C)S(=O)(=O)c3cccs3)nc12
    104 | -28 | 20 | -8 | -6 | -9 | 28 | -6 | 2 | 0.4 | 5
Cc1ccccc1C(=O)N/N=C1/SCC(=O)N1Cc1ccccc1
    99 | 22 | 4 | 4 | 0 | -1 | -22 | 35 | -5 | -0.2 | -1
COc1ccc(S(=O)(=O)Nc2ccc(Cc3ccncc3)cc2)cc1C
    108 | . | 9 | -9 | -14 | 2 | -33 | -8 | -1 | -0.8 | -17
Nc1cc(=O)[nH]c(N2CCN(c3ccccc3)CC2)n1
    100 | 6 | -3 | 4 | 5 | -14 | -6 | 16 | 4 | 4.3 | 5
Cn1c(=O)c2c(O)c(Cc3ccccc3)c(=O)n(C)c2n(C)c1=O
    110 | 6 | -17 | 3 | -5 | -9 | -6 | 6 | -1 | -7.9 | .

High-throughput results as filed in PubChem BioAssay.
